HT1080NT lethal: qHTS for induction of synthetic lethality in tumor cells producing 2HG: qHTS for the HT-1080-NT fibrosarcoma cell line; HT-1080-NT fibrosarcoma viability, CellTiter-Glo ATP luminescence, 48 h; Potency, µM (top dose mostly 46.1 µM), for inactives: at the top dose activity, negative = less viability, actives largely listed as cytotoxic; hit rate 1.6% among 360,000; AID 686970, 2013;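 further: NT is the 2HG producing partner of a matched IDH1 knockdown line; potency means the concentration at half of the fitted maximal effect; 0% = DMSO-treated cells and -100% = media-only wells without cells; nearly all actives have a fitted effect of over 55% in size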
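Read-out is CellTiter-Glo luminescence after 10 minutes at room temperature, following 48 hours' compound treatment of HT-1080-NT cells (750 cells/well, RPMI, 5% FBS, 37 degrees C).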
SW480 rereplic: A quantitative high throughput screen for small molecules that induce DNA re-replication in SW480 colon adenocarcinoma cells | SW480 DNA re-replication, Hoechst DNA content imaging, 48 h | Potency, µM (doses to about 46.1 µM), for the others: at the top dose re-replication activation, actives largely listed as activators | AID 624297, 2012 | hit rate 1.8% among 340,000; further: potency means the concentration at half of the fitted maximal effect; % of control where 0% means no effect; nearly all actives have a fitted effect of over 55% in size
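250 cells/well; 23 nL cpd via pin tool; 48 hr, 37 C, 5% CO2; Hoechst 40 min; imager read of total nuclear intensity, ex 405/em 500-530 nm.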
DRD3 antagonist: qHTS of D3 Dopamine Receptor Antagonist: qHTS; max response, negative = inhibition, %; D3R cells, DiscoveRx beta-arrestin luminescence, antagonist mode; hits give low values; hit rate 2.5% among 360,000; D(3) dopamine receptor (Homo sapiens), P35462; in the data active means max response below about -50%; inconclusive means no clear call, values can overlap the other calls; further: on the % scale 0 is the no-effect control and ±100 the full control effect; mostly tested at two doses, the higher about 12 µM
Target sequence (P35462 whole entry, looked up): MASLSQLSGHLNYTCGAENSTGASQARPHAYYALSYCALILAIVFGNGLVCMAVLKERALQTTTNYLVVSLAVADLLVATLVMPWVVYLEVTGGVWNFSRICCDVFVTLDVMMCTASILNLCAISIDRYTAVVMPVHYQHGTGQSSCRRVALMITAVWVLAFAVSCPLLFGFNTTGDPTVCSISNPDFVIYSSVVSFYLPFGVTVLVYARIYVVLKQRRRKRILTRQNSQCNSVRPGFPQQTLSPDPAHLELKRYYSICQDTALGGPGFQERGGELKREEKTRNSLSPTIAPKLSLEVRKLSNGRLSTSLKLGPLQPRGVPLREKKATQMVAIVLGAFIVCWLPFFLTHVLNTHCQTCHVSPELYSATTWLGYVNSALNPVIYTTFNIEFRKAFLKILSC
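Cells plated overnight at 1500 cells/well, then exposed to library compounds with dopamine controls for 90 minutes at 37 degrees C. DiscoveRx reagent added for 30–60 minutes at room temperature; luminescence read, quantitative HTS format.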
HT1080 IDH1KD tx: qHTS for induction of synthetic lethality in tumor cells producing 2HG: qHTS for the HT-1080-IDH1KD cell line; HT-1080 IDH1 knockdown viability, ATP luminescence, 48 h; hit rate 2% among 360,000; AID 686971, 2013; Potency, µM (titrated, usually from 46.1 µM), for the others: at the highest dose activity, negative = toxicity, most hits filed as cytotoxic;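 further: potency means the concentration at half of the fitted maximal effect; 0% = DMSO wells and -100% = cell-free medium wells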
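HT-1080-IDH1KD cells (IDH1 knocked down), 750/well in RPMI with 5% FBS, treated with compound 48 h at 37 degrees C. Viability by CellTiter-Glo luminescence, normalised to DMSO and no-cell wells; concentration-response curves classed.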
KB-V1 cytotox: qHTS assay for MDR1-selective chemotherapeutics: Primary screen using the drug-selected MDR subline cells KB-V1 | KB-V1 MDR cells viability, CellTiter-Glo, 72 h | Potency, µM (doses to about 46.1 µM), inactives show at the top dose activity change, negative = cytotoxicity, usual class: cytotoxic | hit rate 3.4% among 400,000 | AID 1347076, 2019; further: potency means the concentration at half of the fitted maximal effect; on the % scale 0 is the no-effect control and ±100 the full control effect; nearly all actives have a fitted effect of over 60% in size
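Cells of the MDR subline KB-V1 are plated, dosed with compound at multiple concentrations, and incubated 72 h at 37 degrees C; CellTiter-Glo is then added and luminescence read after 10 min.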
GLP1R ag: qHTS of GLP-1 Receptor Agonists. Glucagon-like peptide 1 receptor (Homo sapiens), P43220. HEK293 GLP-1R CRE-luciferase, luminescence, 4-6 h; cells express a hypersensitive GLP-1R form. Potency, µM (series often up to 45.6 µM), for inactives: at the top dose activation, usual class: activators. hit rate 0.007% among 380,000. AID 624172, 2012; further: potency means the concentration at half of the fitted maximal effect; % of control where 0% means no effect
Target sequence (P43220 whole entry, looked up): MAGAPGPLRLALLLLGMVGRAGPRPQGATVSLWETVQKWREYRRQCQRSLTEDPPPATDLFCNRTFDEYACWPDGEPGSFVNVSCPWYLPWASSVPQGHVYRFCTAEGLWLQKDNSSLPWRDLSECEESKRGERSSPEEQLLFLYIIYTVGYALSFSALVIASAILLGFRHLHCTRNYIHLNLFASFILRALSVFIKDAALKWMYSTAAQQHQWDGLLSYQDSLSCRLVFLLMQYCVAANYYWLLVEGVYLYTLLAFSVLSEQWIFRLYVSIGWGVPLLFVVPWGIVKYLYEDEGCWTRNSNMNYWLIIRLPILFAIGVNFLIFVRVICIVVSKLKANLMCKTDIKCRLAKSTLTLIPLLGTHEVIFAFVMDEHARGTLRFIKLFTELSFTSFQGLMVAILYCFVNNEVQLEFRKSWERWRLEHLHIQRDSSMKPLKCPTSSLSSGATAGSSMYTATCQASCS
KB-3-1 tox: qHTS assay for MDR1-selective chemotherapeutics: Primary screen using the parental adenocarcinoma cell KB-3-1. AID 1347075, 2019. KB-3-1 viability, CellTiter-Glo ATP luminescence, 72 h. Potency, µM (top dose mostly 46.1 µM), inactives show at the highest dose activity change, negative = cytotoxic, usual class: cytotoxic. hit rate 1.4% among 400,000; further: potency means the concentration at half of the fitted maximal effect; on the % scale 0 is the no-effect control and ±100 the full control effect; nearly all actives have a fitted effect of over 60% in size
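KB-3-1 cells, DMEM (no phenol red) + 10% FBS; compound by pin transfer, 72 h, 37 °C. Readout: CellTiter-Glo luminescence after 10 min. Data normalized, curve-fitted.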
DRD3 agonist: qHTS of D3 Dopamine Receptor Agonist: qHTS | AID 652048, 2013 | max activation, % | D3R DiscoveRx beta-arrestin cells, luminescence, 90 min | hit rate 0.58% among 410,000 | D(3) dopamine receptor (Homo sapiens), P35462; in the data active means max activation above about 30%; further: 0% is about no effect; mostly tested at two doses, the higher about 12 µM
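Agonist mode: compounds and dopamine controls were applied to plated cells for 90 min at 37 degrees C after an overnight attachment at 1500 cells/well. Luminescent read-out followed 30 - 60 minutes at room temperature with DiscoveRx detection reagent.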
IL-1B inflam inh: qHTS for Inhibitors of Inflammasome Signaling: IL-1-beta AlphaLISA Primary Screen; THP-1 LPS/ATP IL-1B secretion, AlphaLISA, 16 h; hits give low values; activity change, % at 57.5 µM; hit rate 4.7% among 360,000; in the data active means activity change below about -50%; inconclusive means mostly about -30% to -49%; further: on the % scale 0 is the no-effect control and ±100 the full control effect
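THP-1 cells pretreated 1 hr with compounds (up to 57.5 uM final), then stimulated with LPS (250 ng/mL final) plus ATP (1.25 mM final); secreted IL-1B measured by AlphaLISA after 16 hr, decreased signal indicating inhibition.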
An asterisk follows results filed as active; ? = inconclusive; / = no result given; & = joins results of further samples; [ ] = dose if it differs, or a comment. Unless noted, the call rests on the fitted dose curve; in most records, active means well fitted curve in the direction sought with a large enough effect; inconclusive means small, poorly fitted or top-dose-only effect, or another doubt; inactive means no such curve, though single readings can be large; an effect the other way counts as inactive or inconclusive. The list is partial; the hit share may differ from the screen's.

Order of values – DRD3 antagonist	SW480 rereplic	HT1080 IDH1KD tx	DRD3 agonist	IL-1B inflam inh	KB-V1 cytotox	KB-3-1 tox	HT1080NT lethal	GLP1R ag
O=c1c2ccccc2nc(/C=C/c2ccccc2)n1-c1ccccc1O
  -14	?	-28%	5	/	2%	1%	-23%	9%
CN1C(=O)C(=Cc2ccc(Sc3ccccc3)o2)C(=O)N(C)C1=S
  2	-1%	-9%	9	-7	23%	-2%	-11%	1%
O=C1NC(=O)C(=Cc2coc3ccccc3c2=O)C(=O)N1
  7	-162%[inhibitor]	-4%	3	?	-16%	0%	-12%	-2%
O=C(c1cc(F)ccc1F)C1CCCN(Cc2cccc(Cl)c2)C1 (centres undefined)
  -79*	?	-1%	-7	17	-6%	-3%	-1%	11%
CCn1c(O)c(C=NCCN2CCOCC2)c(=O)n(CC)c1=S
  -28	-6%	-2%	-6	?	?	1%	-4%	-2%
CCOC(=O)C1(CCOc2ccccc2)CCN(Cc2cccc(O)c2)CC1
  -13	3%	?	-19	-86*	-1%	-6%	?	5%
CCOc1ccc(N=C2SCCCN2C)cc1
  4	-4%	17%	-1	-3	-5%	11%	17%	18%
CC(C)N1CCC2(CC1)NC(CO)(CO)CO2
  -15	-8%	11%	-1	18	20%	-3%	5%	-8%
COc1ccccc1OCC(=O)N1CCCC(N2CCN(c3ccc(F)cc3)CC2)C1 (centres undefined)
  ?	3%	0%	2	5	-16%	-12%	9%	-9%
CCCCc1cc(=O)oc2c3c(cc(OCC(=O)N4CCC[C@H]4C(=O)O)c12)OC(C)(C)CC3
  -11	-44%[inhibitor]	6%	-3	5	23%	0%	-2%	?
COc1cccc(-n2c(C)nc3ccccc3c2=O)c1
  -6	-1%	-1%	1	23	-14%	0%	-9%	6%
COc1ccc2c3c1OC1C(O)C=CC4[C@@H](C2)N(C)CC[C@]314 (some centres undefined)
  -13	-2%	6%	0	11	10%	0%	15%	-4%
O=[N+]([O-])c1ccc(N(CCO)CCO)c2c1no[n+]2[O-]
  -99*	/	5.8µM*	-23	-103*	21µM*	4.6µM*	8.2µM*	-2%
O=C1/C(=C\c2cc3c(cc2Br)OCO3)N2CCC1CC2
  -14	26%	3%	2	-12	-5%	0%	?	-7%
COC(=O)[C@@]12C[C@@H](CC(=O)NCc3cccc(C(F)(F)F)c3)C(=O)N(Cc3ccco3)C1=CCC(C)(C)C2
  -2	/	?	-5	?	?	-9%	?	/
CN(CCC#N)C(=O)Cn1nc(Cc2ccncc2)c2ccccc2c1=O
  -8	?	4%	-6	14	26%	0%	25%	23%
CC1CN=C(NCCc2ccccc2)S1 (centres undefined)
  3	-4%	2%	-2	24	-3%	-1%	4%	2%
CN1CCCN(c2ccc([N+](=O)[O-])nc2)CC1
  -15	-13%	8%	-3	1	11%	5%	3%	13%
CN1C(=O)/C(=C\c2ccc(N3CCCCC3)o2)C(=O)NC1=S
  ?	13%	12%	-5	?	-2%	2%	9%	-1%
COc1ccc2c(c1)NP(=S)(Oc1ccccc1)N2 (centres undefined)
  -18	-1%	4%	-12	5	27%	1%	8%	8%
CC(C)c1c(CN(C)C(C)Cc2ccccc2)n(C)n(-c2ccccc2)c1=O (centres undefined)
  4	-22%	-1%	-9&2	/	?	-1%	8%	-1%
Cc1ccc(O)c(C(=O)c2cc(C(=O)NCc3ccccc3)c(=O)n(Cc3ccccc3)c2)c1
  -69*	13%	-10%	-24	-30	0%	-16%	-10%	6%
Cc1cccc(CNCCc2ccccc2)n1
  ?	-4%	-19%	-22	-6	?	?	-1%	-5%
FC(F)(F)/C(=N\P(=S)(N1CCOCC1)N1CCOCC1)N1CCOCC1
  18	-21%	17%	6	12	-11%	-1%	22%	-8%
CNC(C)C#Cc1ccc2c(=O)c3ccccc3oc2c1 (centres undefined)
  -28	?	1%	-5	-21	20%	0%	-11%	?
c1ccc(/N=C2\N=C(Nc3ccccn3)c3ccccc32)nc1
  9	?	-9%	-17	51	2.9µM*	-17%	?	14%
CCCCS(=O)(=O)N1CCN(C(=N)N[N+](=O)[O-])CC1
  3	-59%[inhibitor]	2%	0	9	7%	-2%	19%	9%
CCCCN1CCC(O)(c2ccccc2)C(C(=O)c2ccccc2)C1 (centres undefined)
  -65*	?	-2%	-10	-11	-7%	-12%	0%	-6%
CCN1CCN(Cc2cc3c(cc2[N+](=O)[O-])OCO3)CC1
  ?	-2%	1%	-7	1	23%	4%	0%	5%
COc1cccc(-c2cc(C(F)(F)F)n3nc(C(=O)N4CCC5(CC4)OCCO5)cc3n2)c1
  14	-1%	0%	7	?	0%	6%	15%	-2%
O=C(N/N=C/c1c(O)n(Cc2ccccc2)c(=O)[nH]c1=O)c1ccccc1O
  -26	9%	3%	-5	32	15%	5%	-17%	-2%
O=C1NC(=O)N(C2CCCCC2)C(=O)C1C1c2ccccc2C(=O)N1Cc1ccccc1 (centres undefined)
  13	-5%	27%	4	0	11%	15%	24%	-16%
O=P(C(Cl)Cl)(N1CCOCC1)N1CCOCC1
  -12	?	15%	17	27	0%	1%	4%	14%
CC(=O)Nc1ccc(OC(=O)N(C)c2ccccc2)cc1
  12	-1%	12%	-3	-9	12%	9%	13%	0%
Cc1ccc(CN2CCN(Cc3ccccc3F)CC2)cc1
  ?	-35%[inhibitor]	1%	-6	26	?	3%	0%	1%
Cc1ccc(O)c(CN2CCC3CCC(C3)C2)c1 (centres undefined)
  -2	-3%	9%	1	-12	15%	0%	7%	1%
C=CCn1c(O)c(/C(CC)=N/NC(=S)Nc2ccccc2)c(=O)[nH]c1=O
  -10	?	15%	3	8	1%	5%	0%	1%
CC(Cc1ccccc1)/[N+]([O-])=C\c1ccc(C(F)(F)F)cc1 (centres undefined)
  ?	-7%	-10%	-25	0	-5%	-6%	21%	-2%
O=c1[nH]c(=O)n(Cc2ccco2)c(O)c1C=NCCN1CCNCC1
  5	-6%[9.22 µM]	2%	-5	34	12%	11%	8%	-7%
Cc1ccc(N2C(=O)/C(=C/c3ccc(CN(CCC#N)S(C)(=O)=O)o3)C(=O)NC2=S)cc1
  -15	-1%	-5%	-6	-3	-11%	5%	-6%	4%
CC(C)(C)OC(=O)COc1cc(OCC(=O)OC(C)(C)C)c2c(=O)cc(-c3ccccc3)oc2c1
  -9	-3%	?	-9	-67*	21µM*	-27%	?	-12%
COC(=O)C1=C(c2ccc(OC(F)(F)F)cc2)C[C@@H]2CC[C@H]1N2C(=O)NCCO
  33	-1%	10%	5	6	0%	13%	19%	13%
Cc1ccc2c(c1)N(C(C)C(=O)N1CCC3(CC1)OCCO3)C(=O)CO2 (centres undefined)
  3	-11%	-1%	-4	-6	-7%	1%	12%	2%
CN1CCCC(C(=O)c2ccc(-c3ccccc3)cc2)C1 (centres undefined)
  -1	1%	-22%	0	-12	-12%	0%	-27%	5%
O=c1[nH]c(=O)n(Cc2ccc(F)cc2)c(O)c1C=NCCCn1ccnc1
  5	-2%	-8%	-3	-5	?	4%	1%	-5%
CCN1C(=O)NC(=O)C2(CCCC2)C1=O
  1	-2%	0%	4	11	-11%	1%	3%	-2%
COc1ccc(CCn2c(O)c(C=NC3CC3)c(=O)[nH]c2=O)cc1OC
  -12	-9%	-2%	-6	31	-5%	-9%	0%	13%

Assay outcomes: PubChem, National Center for Advancing Translational Sciences (NCATS)
